KCNK3 inh = human KCNK3 channel inhibitors, primary screen, CHO cells, FluxOR thallium flux, B-score. Potassium channel subfamily K member 3 (Homo sapiens), O14649. hit rate 0.84% among 340,000. B-score at 10 µM. FluxOR fluorescence; stronger effect = lower value. AID 602410, 2012;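 active = B-score under library mean minus 4 SD, starting fluorescence ratio at most library mean plus 5 SD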;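 note: more negative B-score means stronger inhibition of thallium flux through KCNK3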
TRPC4 PAM = positive allosteric modulators of TRPC4, primary screen, cell-based, mouse TRPC4beta, HEK293 mu-opioid, Fluo-4 calcium; DAMGO EC20, Fluo-4 Ca2+ flux; stronger effect = higher value; AID 2227, 2009; hit rate 0.42% among 310,000; B-score at 10 µM; Short transient receptor potential channel 4 (Mus musculus), Q9QUQ5;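 active = B-score of calcium response area above 5 SD of library B-scores, with initial fluorescence ratio within 5 SD of library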;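 note: B-score of integrated fluorescence ratio over time as area under calcium response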
KCNQ1 act = potentiators or activators of KCNQ1 channel, primary screen, cell-based, thallium flux, high-throughput; AID 2648, 2010; hit rate 0.35% among 310,000; Potassium voltage-gated channel subfamily KQT member 1 (Homo sapiens), P51787; B-score at 10 µM; CHO-K1 KCNQ1, thallium flux FluxOR fluorescence; stronger effect = higher value;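 active = fluorescence ratio B-score, a plate-corrected score, at least three library SD, with initial intensity B-score within 5 SD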
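System: Stable KCNQ1 CHO-K1 line | Incubation: 90 min dye loading and 20 min compound exposure, both at room temperature | Measure: Ratio B score | Medium: Assay buffer for compound exposure, DMSO matched across wells | Compound dosing: Single-concentration screen | Probe or stimulus: K+/Tl+ depolarizing stimulus | Measured by: Kinetic FluxOR fluorescence, 10 s baseline plus 110 s post-stimulus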
PolyA inhibitor = polyadenylation inhibitors in yeast reporter cells, primary screen, luminescence, S. cerevisiae; S. cerevisiae SKY197-pL101 polyadenylation reporter, beta-gal luminescence; efflux-impaired pdr1/pdr3 knockout yeast; score 100 = 6 SD above DMSO; calls only at 12 µM; hit rate 0.02% among 300,000; AID 1875, 2009;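 active = lowest replicate activity score at least 50, where 100 means six control SD above control mean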;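 note: yeast exposed to compound for 9 h at 30 °C; higher score means more reporter readthrough which indicates perturbed polyadenylation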
TRPC4 act = activators of mouse TRPC4 channel, primary screen, Fluo4 calcium, HEK293 TRPC4beta/mu-opioid cells; Short transient receptor potential channel 4 (Mus musculus), Q9QUQ5; Fluo4 calcium fluorescence; stronger effect = higher value; B-score at 10 µM; hit rate 0.49% among 310,000; AID 2237, 2010;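 active = B-score above 5 SD of library B-scores, and initial fluorescence ratio not above library mean plus 5 SD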;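 note: positive B-score marks a calcium rise read as TRPC4 activation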
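Assay system: HEK293 stable line with TRPC4beta plus mu-opioid receptor. Times: dye 45 min RT, read 110 s. Measured by: kinetic Fluo4 calcium fluorescence. Measure: B score of integrated ratio. Controls: assay buffer as low control, maximal DAMGO as high control.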
KCNQ1 block = inhibitors of human KCNQ1 channel, primary screen, cell-based, thallium flux, high-throughput; CHO-K1 KCNQ1, FluxOR thallium flux fluorescence; stronger effect = higher value; B-score at 10 µM; hit rate 1.3% among 310,000; AID 2642, 2010;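 active = compounds whose thallium flux B-score, printed positive for inhibition, exceeds three library SD while starting fluorescence stays within three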;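 note: channel opened by potassium depolarization with thallium stimulus after 20 min compound exposure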
Platelet DG rel = inhibitors of platelet dense granule secretion, primary screen, cell-based, MLPCN, human platelets; human platelet-rich plasma, SFLLRN dense granule ATP release, luminescence; inhibition, %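 (compounds screened at 7.5 µM in platelet-rich plasma)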; hit rate 0.22% among 300,000; AID 1663, 2009;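 active = mean replicate score, as percent of positive control, at or above 50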
KCNK9 inh = KCNK9 potassium channel inhibitors, primary screen, HEK293 cells, thallium flux; FluxOR thallium flux fluorescence; stronger effect = lower value; B-score at 10 µM; Potassium channel subfamily K member 9 (Homo sapiens), Q9NPC2; hit rate 1.2% among 310,000; AID 488922, 2010;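 active = ratio B-score over 3 SD below the library mean, with starting fluorescence within 5 SD of its mean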;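 note: negative B-score means less thallium flux so channel inhibition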
hERG protect = hERG rescue from dofetilide block, primary screen, cell-based, CHO-hERG, FluxOR thallium flux, dofetilide IC70; Voltage-gated inwardly rectifying potassium channel KCNH2 (Homo sapiens), Q12809; dofetilide IC70 present; activation (rescue from dofetilide block), less the hit threshold, % at 10 µM; hit rate 0.51% among 310,000;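 active = activation above the mean of controls blocked by dofetilide plus 5 SD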;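 note: thallium influx through hERG after potassium depolarization seen as dye fluorescence rise; in these data hits start at about 4.7%; inactives centre near -7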
Target sequence (Q12809 whole entry, looked up): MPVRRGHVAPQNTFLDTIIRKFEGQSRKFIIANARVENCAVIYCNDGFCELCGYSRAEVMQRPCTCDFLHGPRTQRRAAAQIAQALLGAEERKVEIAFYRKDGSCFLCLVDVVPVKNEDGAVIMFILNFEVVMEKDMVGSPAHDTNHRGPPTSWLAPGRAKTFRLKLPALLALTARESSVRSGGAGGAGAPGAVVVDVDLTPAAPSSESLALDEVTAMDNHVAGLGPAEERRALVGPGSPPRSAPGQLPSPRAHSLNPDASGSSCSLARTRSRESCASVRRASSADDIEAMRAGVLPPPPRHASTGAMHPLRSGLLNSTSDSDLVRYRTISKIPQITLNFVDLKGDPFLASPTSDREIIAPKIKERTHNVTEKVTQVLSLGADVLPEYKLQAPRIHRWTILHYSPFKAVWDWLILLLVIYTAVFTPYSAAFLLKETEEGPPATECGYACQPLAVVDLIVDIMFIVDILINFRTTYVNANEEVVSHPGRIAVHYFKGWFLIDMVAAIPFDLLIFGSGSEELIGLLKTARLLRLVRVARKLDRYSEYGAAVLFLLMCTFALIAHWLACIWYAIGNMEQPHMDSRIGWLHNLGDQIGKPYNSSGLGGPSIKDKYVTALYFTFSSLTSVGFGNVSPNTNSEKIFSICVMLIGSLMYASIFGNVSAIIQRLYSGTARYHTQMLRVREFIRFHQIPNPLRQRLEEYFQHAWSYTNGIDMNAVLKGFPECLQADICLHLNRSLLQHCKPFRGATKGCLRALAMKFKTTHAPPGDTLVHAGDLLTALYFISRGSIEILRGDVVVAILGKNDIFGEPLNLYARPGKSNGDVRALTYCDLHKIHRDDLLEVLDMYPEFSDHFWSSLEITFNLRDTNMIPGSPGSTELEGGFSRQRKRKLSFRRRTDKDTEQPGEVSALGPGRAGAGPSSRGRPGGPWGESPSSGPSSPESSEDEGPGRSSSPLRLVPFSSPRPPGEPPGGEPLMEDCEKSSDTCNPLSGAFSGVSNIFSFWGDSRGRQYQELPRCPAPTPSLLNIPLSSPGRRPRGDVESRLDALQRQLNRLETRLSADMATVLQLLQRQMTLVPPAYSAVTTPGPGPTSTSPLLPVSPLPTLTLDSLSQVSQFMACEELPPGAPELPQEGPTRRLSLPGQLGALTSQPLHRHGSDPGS
TRPC4 block = inhibitors of mouse TRPC4 channel, primary screen, Fluo4 calcium, HEK293 TRPC4beta/mu-opioid cells. Short transient receptor potential channel 4 (Mus musculus), Q9QUQ5. DAMGO-evoked Fluo4 calcium flux; stronger effect = lower value. B-score at 10 µM. hit rate 0.39% among 300,000;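 active = B-score over 3 SD under the library average, no early fluorescence shift, positive overall ratio signal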
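Signal: kinetic Fluo4 fluorescence imaging of calcium influx. Material: stable TRPC4beta/mu-opioid receptor HEK293 cells. Probe or stimulus: DAMGO in two steps, submaximal then maximal.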
Dyrk1A ADPGlo = rat Dyrk1A kinase inhibitors, primary screen, biochemical, single point, plate reader; Dual specificity tyrosine-phosphorylation-regulated kinase 1A (Rattus norvegicus), Q63470; AID 504441, 2011; ADP-Glo luminescence, NFATc1 peptide; hit rate 0.43% among 310,000; inhibition, % at 12.5 µM; in the data active = inhibition above about 50%;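 note: plate controls were vehicle with enzyme for no effect and no enzyme for full effect; many of its hits are not listed in these tables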
Active calls of the source: *; i = inactive; . = no result given. The list is partial. The share of hits here may be higher or lower than overall.

No.	mol	KCNK3 inh	TRPC4 PAM	KCNQ1 act	PolyA inhibitor	TRPC4 act	KCNQ1 block	Platelet DG rel	KCNK9 inh	hERG protect	TRPC4 block	Dyrk1A ADPGlo
1	Cc1cccc(N2CC(C(=O)Nc3ccc(S(=O)(=O)Nc4nccs4)cc3)CC2=O)c1C (centres undefined)	i	i	i	i	i	i	-11	i	-8	i	-2
2	O=c1[nH]nc(Cc2ccccc2)c2ccccc12	i	i	i	i	i	i	1	i	-3	i	1
3	N#C/C(=C\c1ccc(OCc2ccccc2)cc1)C(=O)Nc1ccc(C(=O)O)cc1	.	i	i	i	i	i	-20	i	-8	i	.
4	CC1CN(CCCCN2C(=O)c3ccccc3C2=O)CC(C)O1 (centres undefined)	i	i	i	i	i	i	-6	i	0	i	0
5	Cc1cc(C)cc(C(=O)NC(=S)Nc2ccc(Cc3ccncc3)cc2)c1	-10*	i	i	i	i	i	-2	i	-10	i	-2
6	CCn1nc(C(=O)NNC(=O)COc2ccccc2C)c2ccccc2c1=O	i	i	i	i	i	i	-9	i	-5	i	0
7	O=C(C[n+]1ccccc1)N/N=C/c1ccccc1[N+](=O)[O-]	i	i	i	i	i	i	1	i	-7	i	11
8	CN(CCCNC(=O)C1CCN(S(=O)(=O)c2cccc3nsnc23)CC1)Cc1ccccc1	i	i	i	i	i	i	-2	i	0	i	-4
9	CCOC(=O)N1CCN(Cc2nc3ccc([N+](=O)[O-])cc3c(=O)n2-c2ccc(OC)cc2OC)CC1	i	i	i	i	i	i	-7	i	-4	i	-2
10	CCCCN(C)C(=O)c1nc2ccccn2c1CN1CCN(C(=O)c2cccs2)CC1	i	i	i	i	i	i	-5	i	-9	i	-3
11	CCCCn1c(/N=C/c2c[nH]c3ccccc23)nc2ccccc21	i	i	i	i	i	i	-1	i	2	i	2
12	COc1ccccc1Oc1ccccc1C(=O)O	i	i	i	i	i	i	10	i	-8	i	-5
13	O=C(CN1C(=O)NC2(CCCC2)C1=O)NNC(=O)c1ccccc1	i	i	i	i	i	i	-3	i	-13	i	-1
14	Nc1nc(-c2ccccc2)cs1	i	i	i	i	i	i	2	i	-5	i	-8
15	OCC[C@@H]1C[C@@H](O)[C@H](O)[C@]2(OCCCc3ccccc32)O1	i	i	i	i	i	i	5	i	-5	i	-3
16	Cc1ccccc1NC(=O)NCC1CCN(Cc2cccc(Cl)c2)CC1	i	i	i	i	i	i	-10	i	-5	i	-2
17	CCOc1ccccc1N(CC(=O)NC1CCCCC1)C(=O)c1nsc(Cl)c1Cl	i	i	i	i	i	i	-14	i	-11	i	-2
18	COC(=O)Cn1c(=NC(=O)C(C)C)sc2c(C)cc(C)cc21	i	i	i	i	i	i	0	i	-7	i	-1
19	CCOCCCN(C)C1CCN(C(=O)c2oc3ccccc3c2NC(=O)Cc2ccc([N+](=O)[O-])cc2)CC1	i	i	i	i	i	i	1	i	-14	i	2
20	O=C(CCc1ccccn1)N1CCCC(N2CCN(c3cccc(C(F)(F)F)c3)CC2)C1 (centres undefined)	i	i	i	i	i	i	-19	i	-8	i	5
21	CC[C@@H]1[C@H]2CCCC(=O)N3CC[C@@H](C[C@H]1O)[C@@H]23	i	i	i	i	i	i	-3	i	-8	.	4
22	NNc1nc(-c2ccccc2)nc2sc3c(c12)CCCC3	i	i	i	i	i	i	-3	i	-12	i	1
23	COc1ccc(CCn2c(O)c(C3=c4ccccc4=NC3=O)sc2=S)cc1OC	i	i	i	i	i	i	-2	i	-4	i	.
24	O=C(COc1ccccc1)c1cn(CC(=O)N2CCCC2)c2ccccc12	i	i	i	i	i	i	5	i	-9	i	.
25	COc1ccc(CC(=O)NCC(=O)N/N=C/c2c[nH]c3ccccc23)cc1	i	i	i	i	i	i	-14	i	-10	i	3
26	CC(=C\c1ccco1)/C=C(\C#N)C(=O)NCCc1c[nH]c2ccccc12	i	i	i	i	i	i	9	i	-21	i	-3
27	CSCC[C@H](NC(=O)[C@H](Cc1ccccc1)n1c(=O)[nH]c2ccccc2c1=O)C(=O)N1CCC[C@H]1C(=O)O	i	i	i	i	i	i	0	i	-10	i	-4
28	COc1ccc(C(C)=O)cc1CC(=O)NCCCn1ccnc1	i	i	i	i	i	i	-13	i	-7	i	2
29	O=C(CC1SC(N2CCCCC2)=NC1=O)Nc1cccc(C(F)(F)F)c1 (centres undefined)	i	i	i	i	i	i	0	i	-1	i	-8
30	Cc1ccccc1C(=O)NCCCn1ccnc1	i	i	i	i	i	i	10	i	-3	i	1
31	CCN1CCN(CCNC(=O)Nc2ccc([N+](=O)[O-])cc2)CC1	i	i	i	i	i	i	10	i	-8	i	-7
32	CCn1nc(C)cc1C(=O)N1CCCC(C(=O)c2ccccc2SC)C1 (centres undefined)	i	i	i	i	i	i	7	i	-5	i	-7
33	O=C(C1=C[C@@H]2[C@H]3C(=O)N(c4ccccc4)C(=O)[C@H]3[C@@H](C(=O)c3ccc(Cl)cc3)N2C=C1)c1ccccc1	.	i	i	i	i	i	9	i	-5	i	.
34	O=C(COC(=O)c1cccs1)c1ccccc1	i	i	i	i	i	i	14	i	-5	i	2
35	COc1ccc(OC)c(NS(=O)(=O)c2ccc(-c3coc(C)n3)cc2)c1	i	i	i	i	i	i	3	i	-4	i	.
36	O=C(NCc1ccccn1)Nc1ccccc1C(F)(F)F	i	i	i	i	i	i	13	i	-13	i	5
37	COc1ccc2[nH]c(C)c(C(=O)CN3CCN(C/C=C/c4ccccc4)CC3)c2c1	i	i	i	i	i	i	0	i	-11	i	0
38	COc1ccc(Cl)cc1NC(=S)N1CCCC1	i	i	i	i	i	i	-2	i	0	i	3
39	COc1ccc(CCNC(=O)c2ccc(CS(=O)(=O)c3ccc(Cl)cc3)o2)cc1OC	i	i	i	i	i	i	8	i	-11	i	-3
40	COc1ccc(NC(=S)N2CCN(C/C=C/c3ccccc3)CC2)cc1	i	i	i	i	i	i	-1	i	-4	i	-1
41	Cc1ccc2c(c1)C1CN(C)CCC1N2CC(=O)N(C)c1ccccc1 (centres undefined)	i	i	i	i	i	i	10	i	-8	i	4
42	Cc1[nH]c2ccccc2c1SCC(=O)N1CCCCC1	i	i	i	.	i	i	2	i	-14	i	-2
43	Cc1cc(C)n(/N=C/c2c[nH]c3ccccc23)c(=O)c1C#N	i	i	i	i	i	i	-8	i	-5	i	-3
44	COc1ccc(-n2nc(C(=O)Nc3nc4ccc(OC)cc4s3)c3ccccc3c2=O)cc1	i	i	i	i	i	i	1	i	-4	i	2
45	COc1ccc(-c2cc(=O)oc3cc(OCC(=O)Nc4ccc(CCO)cc4)ccc23)cc1	i	i	i	i	i	i	3	i	-9	i	-6
46	O=C(Cn1nc(Cc2cccnc2)c2ccccc2c1=O)Nc1ccccc1F	i	i	i	i	i	i	-12	i	-9	i	-1
47	CCc1nccn1S(=O)(=O)c1cc(Br)ccc1OC	i	i	i	i	i	i	0	i	-7	i	-2
48	c1ccc(COc2ccc(OCCCNC3CCCC3)cc2)cc1	i	i	i	i	i	i	10	i	-1	i	-5
49	NC(=O)C1CCN(Cc2ccc(OCc3ccccc3)cc2)CC1	i	i	i	i	i	i	5	i	-3	i	-2
50	CC[C@@]12C(=O)N(c3cccc(F)c3)C(=O)N1[C@H](c1ccc(Br)cc1)[C@@H]1C(=O)N(C(C)(C)C)C(=O)[C@@H]12	i	i	i	i	i	i	-1	i	-5	i	1
51	CCOC(=O)c1sc(/N=C/N(C)C)nc1C	i	i	i	i	i	i	-12	i	0	i	-8
52	N#CC1=C(N)C(C#N)(C#N)C2(C(=O)Nc3ccccc32)C2CCCC=C12 (centres undefined)	i	i	i	i	i	i	6	i	-7	i	7
53	O=C(NC1(C(F)(F)F)C(=O)Nc2c1c(=O)[nH]c(=O)n2Cc1ccccc1)c1ccc(Cl)cc1Cl (centres undefined)	i	i	i	i	i	i	14	i	-9	i	0
54	Cc1nn(Cc2ccc(Cl)cc2)c(C)c1NC(=O)C1CC=CCC1C(=O)O (centres undefined)	i	i	i	i	i	i	-7	i	-8	i	6
55	O=C(c1cc(-c2ccc(Br)cc2)on1)N1CCOCC1	i	i	i	i	i	i	0	i	-6	i	-1
56	Cc1ccc2[nH]c(C)c(CCNC(=O)NC3CCCCC3)c2c1	i	i	i	.	i	i	.	i	-4	i	.
57	Cc1cc(C)n(CCCNC(=O)CCNS(=O)(=O)c2ccccc2C(F)(F)F)n1	i	i	i	i	i	i	-3	i	-7	i	2
58	COc1ccc(NC(=S)Nc2cnc3ccccc3c2)c(OC)c1	i	i	i	i	i	i	1	i	-3	i	3
59	N#Cc1cccc(C#N)c1Oc1ccc(S(=O)(=O)Nc2ccccc2)cc1	i	i	i	i	i	i	-3	i	-6	i	6
60	N#CCCCSc1nnc(Cc2ccc3c(c2)OCO3)o1	i	i	i	i	i	i	4	i	0	i	5
61	Cc1cc(NC(=O)CSc2nnc3c4c(C)c(C)sc4ncn23)no1	i	i	i	i	i	i	-1	i	-5	i	-7
62	O=C(NC(=S)N1CCN(c2ccc(F)cc2)CC1)c1cccs1	i	i	13*	i	i	i	17	i	15*	i	-1
63	COc1ccc(C(=O)N(Cc2ccco2)C(C(=O)NC2CCCC2)c2ccc(O)cc2)cc1OC (centres undefined)	i	i	i	.	i	i	2	i	-20	i	4

Source: PubChem (several laboratories)
